High-throughput results (PubChem BioAssay)
NADH enzymes – inhibitors of PK/LDH coupling enzymes, profiling panel, artefact control, biochemical, MLSMR library; coupled PK/LDH NADH assays, four targets; actives 0.02% (n = 65,000); AID 774, 2007; IC50, µM (doses to about 10 µM), inactives show at the highest dose inhibition;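 active = single-dose screening hits from any of four coupled enzyme assays that gave an IC50 when retested across doses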;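 note: the DPM-DC format reads NADH fluorescence rather than 340 nm absorbance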
Hsp90 inh – tumor Hsp90 inhibitors, primary screen, cell lysate, fluorescence polarization, NCI-N417 lysate. Heat shock protein HSP 90-alpha (Homo sapiens), P07900. Cy3B-geldanamycin FP displacement. inhibition, % at 30 µM. actives 0.35% (n = 64,000). AID 429, 2006;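 active = inhibition above 50%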;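 note: 0% = tracer plus lysate wells and 100% = tracer alone without lysate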
HTR1A agonist – human 5-HT1a receptor agonists, primary screen, cell-based, CHO, Ga15 NFAT-bla reporter; 5-hydroxytryptamine receptor 1A (Homo sapiens), P08908; CHO 5-HT1a Ga15 NFAT-bla reporter, FRET ratio; 0% basal, 100% maximal reference agonist; activation, % at 10 µM; actives 0.56% (n = 65,000); AID 567, 2006;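 active = activation above the screen-wide mean activation plus 3 SD, cut at about 19% in these data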;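 note: 0% = DMSO wells and 100% = 5-CT at EC100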
M1 ag – M1 muscarinic receptor agonists, primary screen, CHO-M1 cells, Fluo-4 calcium, agonist mode; Muscarinic acetylcholine receptor M1; Fluo-4 calcium fluorescence; active compounds read high; B-score at 10 µM; actives 3% (n = 64,000);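 active = fluorescence rise, raw or as B-score row- and column-corrected plate score, outside the 99.7% band of its plate's samples, either direction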
D1 allo mod – D1 CRE-luciferase signal change, two-sided – cell-based, HEK293 D1, dopamine EC30, D1 allosteric modulator project, primary screen; actives 5.9% (n = 58,000); B-score at 10 µM; dopamine EC30 potentiation; actives deviate in either direction;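 active = luminescence count or its row- and column-corrected plate score outside the 99.7% band of the plate's sample wells, on either side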
Ec RNAP inh – E. coli RNAP inhibitors, biochemical; DNA-directed RNA polymerase subunit beta (Escherichia coli (strain K12)), P0A8V2; E. coli RNA polymerase, fluorescence transcription assay; inhibition, %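 (tested at 10 µM)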; actives 0.2% (n = 62,000); in the data active = inhibition above about 20%;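 note: 0% = enzyme without compound and 100% = no enzyme blank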
Fluor 339 460 – intrinsic fluorescence of library compounds, ex339/em460 – biochemical, MLSMR library, data from DPM-DC assay, artefact control, profiling panel; compound autofluorescence, ex339/em460 nm, NADH buffer; active compounds read high; 1 = no-compound wells, NADH background; fluorescence fold increase at 10 µM; actives 5.5% (n = 65,000); AID 709, 2007;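 active = at 10 µM, mean starting fluorescence two-fold or more over control wells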;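 note: signal is the first read of a kinetic run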
M1 antagonist – antagonists of rat M1 muscarinic receptor; Muscarinic acetylcholine receptor M1 (Rattus norvegicus), P08482; CHO-M1 cells, Fluo-4 calcium, ACh EC80 antagonist mode; active compounds read low; B-score at 10 µM; actives 3.4% (n = 64,000);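 active = calcium fluorescence response, raw or row-and-column corrected B-score, differing from the plate sample mean either way at a set confidence level, mostly lower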
HER2 expr 66K – inhibitors of Her2 protein expression, primary screen, SKBR-3 cells, AlphaScreen, 66K library; Receptor tyrosine-protein kinase erbB-2 (Homo sapiens), P04626; SKBR-3 HER2 protein level, 18-24 h; active compounds read low; HER2 level % of control, % at 10 µM; actives 0.69% (n = 65,000);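 active = HER2 level under 5% of the carrier-only control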;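 note: 100% = DMSO carrier and 0% = 500 nM PU-H71 HSP90 inhibitor; lower value means stronger loss of Her2 protein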
Target sequence (P04626 whole entry, looked up): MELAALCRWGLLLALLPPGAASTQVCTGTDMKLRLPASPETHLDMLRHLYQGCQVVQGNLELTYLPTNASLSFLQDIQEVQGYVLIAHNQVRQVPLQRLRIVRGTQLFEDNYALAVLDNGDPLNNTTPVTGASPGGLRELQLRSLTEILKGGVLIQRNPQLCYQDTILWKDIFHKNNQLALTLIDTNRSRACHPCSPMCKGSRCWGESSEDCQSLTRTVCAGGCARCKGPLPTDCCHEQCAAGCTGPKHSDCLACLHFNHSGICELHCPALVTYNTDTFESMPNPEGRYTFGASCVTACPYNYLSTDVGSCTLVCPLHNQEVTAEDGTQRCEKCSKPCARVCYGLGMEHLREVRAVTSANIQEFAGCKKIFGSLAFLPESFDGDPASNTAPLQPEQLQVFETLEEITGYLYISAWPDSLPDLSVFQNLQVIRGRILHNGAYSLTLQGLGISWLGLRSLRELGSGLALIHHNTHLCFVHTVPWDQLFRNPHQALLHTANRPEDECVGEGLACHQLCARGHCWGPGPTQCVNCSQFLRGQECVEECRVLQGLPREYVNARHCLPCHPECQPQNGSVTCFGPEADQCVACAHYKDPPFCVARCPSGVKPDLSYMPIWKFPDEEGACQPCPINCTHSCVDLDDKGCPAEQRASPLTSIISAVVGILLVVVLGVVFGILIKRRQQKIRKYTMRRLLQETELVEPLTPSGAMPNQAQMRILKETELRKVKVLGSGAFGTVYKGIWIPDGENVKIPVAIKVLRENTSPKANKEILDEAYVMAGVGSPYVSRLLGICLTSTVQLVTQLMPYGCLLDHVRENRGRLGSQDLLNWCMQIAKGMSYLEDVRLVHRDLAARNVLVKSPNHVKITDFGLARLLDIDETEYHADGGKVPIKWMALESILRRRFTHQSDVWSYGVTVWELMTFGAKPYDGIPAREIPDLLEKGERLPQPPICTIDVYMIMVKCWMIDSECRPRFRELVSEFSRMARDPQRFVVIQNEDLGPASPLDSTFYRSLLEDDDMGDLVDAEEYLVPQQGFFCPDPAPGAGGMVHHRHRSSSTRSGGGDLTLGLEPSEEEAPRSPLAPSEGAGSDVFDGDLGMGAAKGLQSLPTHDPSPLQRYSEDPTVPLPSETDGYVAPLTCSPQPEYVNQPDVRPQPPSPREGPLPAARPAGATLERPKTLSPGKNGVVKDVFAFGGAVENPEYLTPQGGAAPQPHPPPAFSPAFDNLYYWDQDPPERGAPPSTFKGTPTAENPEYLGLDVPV
* marks the source's active call; other numbers are inactive results; . = not tested or not shown.

SMILES	NADH enzymes	Hsp90 inh	HTR1A agonist	M1 ag	D1 allo mod	Ec RNAP inh	Fluor 339 460	M1 antagonist	HER2 expr 66K
COC(=O)c1ccc(NC(=O)CN2CCN(c3ccccc3)CC2)cc1	3%	-2	-2.2	-0.018	0.7	1	1.1	0.68	106
CC(=O)NC1CCN(C(=O)N2CCCC2)CC1	4%	0	-4.8	1.5	-1.9	2	1.2	-0.088	109
CCN1CCCC1CNCc1ccc(Cl)cc1Cl (centres undefined)	4%	-6	-2.2	-0.26	-1.2	-4	1	-3.1*	109
Cc1sc2nc(NCCO)[nH]c(=O)c2c1C	4%	-3	-0.8	0.042	0.38	11	1.1	0.15	95
C=CCc1cccc2cc(C(=O)NCc3cccnc3)c(=O)oc12	5%	-2	-1.2	0.19	1.9	5	1.6	0.11	.
O=C(NCc1ccco1)C(C(=O)c1ccc(F)cc1)n1ccccc1=O (centres undefined)	5%	-5	-2.4	0.4	-0.061	9	1.1	0.93	144
CCOC(=O)C1CCCN(C(=O)CN2C(=O)c3ccccc3C2=O)C1 (centres undefined)	0%	-4	0.7	-0.52	0.23	9	1.1	-0.18	111
COc1ccc(Cn2nnc3c(=O)[nH]c(C(=O)NCCc4ccc(F)cc4)nc32)cc1OC	7%	-3	5.3	-0.12	0.89	-12	1.1	-0.46	73
COc1ccc(CCN(C)C(=O)N2CCOCC2)cc1OC	2%	3	-1.9	0.29	0.0082	.	1	-0.39	73
COc1cc(C)nc(N2CCC(C(N)=O)CC2)n1	10%	-1	-3.4	0.16	0.52	4	1	-1.6	112
CCn1c(NCc2ccccn2)nc2c1c(=O)n(C)c(=O)n2C	7%	1	-2.5	-0.22	0.28	11	1	-0.11	116
O=S(=O)(c1ccccc1)N1CCC(N2CCN(c3ccccc3)CC2)CC1	1%	3	2.4	-0.61	.	-1	1.1	0.86	125
Cn1c(=O)n(C)c2cc(S(=O)(=O)NCCc3ccccc3)ccc21	6%	1	0.8	-3*	-0.42	1	1.1	-0.25	92
Cc1ccc2[nH]c3c(N4CCN(Cc5ccc6c(c5)OCO6)CC4)ncnc3c2c1	2%	0	3.7	1.8	.	12	1.6	-1.6	93
O=C(CCSc1nnc2scc(-c3ccccc3)n12)Nc1nc(-c2ccccc2)ns1	4%	-3	-2.3	3.2	-0.51	5	1.1	-0.28	103
CC(=O)N1c2c(cc(Br)cc2S(=O)(=O)N2CCOCC2)CC1C (centres undefined)	2%	.	-0.9	0.15	-1.2	5	1.1	-0.17	94
Cc1ccc(NC(=O)CC(=O)NCCN2CCOCC2)cc1	1%	-1	2.4	-0.51	.	0	1	-0.047	99
COc1cccc(-c2nnc3sc(-c4cccs4)nn23)c1	2%	-3	1.1	-0.46	.	10	1.1	0.0079	92
CCC1Oc2ccc(C)cc2N(CC(=O)NCc2cccc(OC)c2)C1=O (centres undefined)	7%	-3	-2.4	0.36	-1.1	6	1.1	-0.23	87
Cc1ccc(C(=O)NC(Cc2c[nH]c3ccccc23)C(=O)O)o1 (centres undefined)	2%	2	-3.6	-0.45	-0.11	-13	1.1	0.4	69
CCc1nnc(SCc2ccc(OC)c(Br)c2)n1N	6%	1	-1.7	-0.21	0.55	4	1.1	0.19	117
O=c1c2ccccc2nc2ccc(NCc3ccco3)nn12	5%	-7	-3.3	-0.019	0.5	0	1.6	-0.022	83
CCOc1c(N2CCCCC2)c(=O)c1=O	6%	0	-0.8	-0.3	0.0098	-4	1.1	0.0016	77
O=C(Nn1c(-c2ccccc2)nc2ccccc2c1=O)C1CCC1	6%	-1	0.0	-0.18	-0.14	3	1	0.091	81
CC(=O)N1CCCc2cc(S(=O)(=O)N3CCc4ccccc4C3)ccc21	4%	-6	-3.3	-0.0013	0.58	3	1.2	-0.35	81

New compounds follow:
SMILES	NADH enzymes	Hsp90 inh	HTR1A agonist	M1 ag	D1 allo mod	Ec RNAP inh	Fluor 339 460	M1 antagonist	HER2 expr 66K
CCOc1ccc(-c2nnn(CCC(=O)O)n2)cc1OC	1%	-1	0.0	-0.85	-0.53	-2	1.1	1.3	93
CCN(CC)CCNC(=O)c1ccc2c(=O)n(CCc3ccccc3)c(=O)[nH]c2c1	7%	.	-1.1	-0.0048	-3.1*	-1	1.7	-0.17	205
Cn1c(SCc2cc(=O)n3cc(Br)ccc3n2)nnc1C1COc2ccccc2O1 (centres undefined)	5%	-2	-2.1	-0.43	-0.95	2	1.3	-1.5	99
CC(=O)NCc1cn2c(C)csc2n1	3%	-4	0.6	0.035	0.34	7	1	-0.77	84
COc1cccc(-c2nc(CS(=O)CC(=O)NCCCOC(C)C)c(C)o2)c1 (centres undefined)	3%	-1	-1.0	-0.22	-0.8	6	1	-0.041	124
COc1ccc(C(O)P(=O)(O)CCc2ccccc2)cc1 (centres undefined)	2%	2	0.9	-0.088	0.63	5	1.1	-0.00047	274
Cc1cc(C)n(-c2c(F)c(F)c(CN3CCOCC3)c(F)c2F)n1	3%	-3	-0.3	-0.55	-1.8	4	1.1	0.97	-21*
C=C(C)CSc1nc2nc(C)cc(C)n2n1	3%	-2	0.2	-2.3	0.22	16	1.1	0.72	98
Nc1nncn1C(=O)c1ccccc1Cl	1%	1	-0.8	-0.42	-1.2	4	1.3	-0.051	84
O=C(c1ccc(CN2CCOCC2)cc1)N1CCN(Cc2ccccc2)CC1	6%	-5	-2.1	-0.0076	-0.37	1	1.1	0.12	82
CN1CCN(CCCn2cnc3c(=O)oc4ccccc4c32)CC1	6%	-4	-0.7	-0.33	0.12	0	1.1	0.2	106
CC(NC(=O)NC1CCCCC1)C(c1cccs1)N1CCN(C)CC1 (centres undefined)	2%	1	0.5	-0.33	-2.7	12	1.1	-1	92
CC(=O)Nc1cccc(NC(=O)c2sc3ncn(CC(=O)N4CCCCC4)c(=O)c3c2C)c1	7%	-4	-3.4	-0.2	-0.39	3	1.1	-0.19	83
CCCN(CC(=O)c1cc(C)n(C)c1C)S(=O)(=O)c1cccc(C(F)(F)F)c1	15%	-1	-1.8	0.6	-1.9	1	2.9*	0.81	125
CCn1c(=O)cc(OCC(=O)NCCC(C)C)c2ccccc21	10%	-4	0.1	-0.025	-0.64	2	1.1	-0.034	87
CCCC(=O)Nc1ccc(NC(=O)CCc2ccccc2)cn1	2%	-4	-1.8	1.5	1.2	3	1.1	0.13	65
COc1ccc(N(CC(=O)N2CCN(C)CC2)S(C)(=O)=O)cc1OC	0%	-2	1.9	0.29	0.095	8	1.1	-0.7	112
COC(=O)c1c(NC(=O)COC(=O)Cn2cnc3ccccc32)sc(C)c1C	4%	-1	-0.8	-0.09	.	6	1.1	-0.44	81
c1ccc(CNC2=NCCC2)nc1	2%	0	0.6	0.79	-1.1	2	1.1	-0.23	-27*
Nc1cccc(NC(=O)c2cccs2)c1	2%	-2	-1.8	0.31	0.095	13	1.1	2	66
O=C(CCN1C(=O)COc2ccccc21)NCCCN1CCN(c2ccccc2F)CC1	5%	0	-2.7	0.44	-3.1*	4	0.92	0.59	93
COc1ccc2cc(CCNC(=O)c3ccc(Br)o3)c(=O)[nH]c2c1	6%	-3	-1.0	2.8	-0.014	-1	1.1	0.47	52
CCOc1ccccc1NC(=O)C1CCCN1C(=O)OCc1ccccc1 (centres undefined)	3%	4	-1.0	0.86	0.48	3	1	-0.0036	85
CC1(C)C(=O)OC(c2cc(Br)ccc2O)C(C)(C)C1=O (centres undefined)	4%	-3	-1.2	2.5	-1.1	6	1.1	-1.5	87
O=C(NCc1ccco1)c1nc(-c2ccccc2)n(-c2ccccc2)n1	2%	-2	-2.2	0.3	-1.3	9	1.1	0.2	95

5 structures out of the list, sorted by number of heavy atoms, falling:
SMILES	NADH enzymes	Hsp90 inh	HTR1A agonist	M1 ag	D1 allo mod	Ec RNAP inh	Fluor 339 460	M1 antagonist	HER2 expr 66K
CCN(CC)CCNC(=O)c1ccc2c(=O)n(CCc3ccccc3)c(=O)[nH]c2c1	7%	.	-1.1	-0.0048	-3.1*	-1	1.7	-0.17	205
COc1cccc(-c2nc(CS(=O)CC(=O)NCCCOC(C)C)c(C)o2)c1 (centres undefined)	3%	-1	-1.0	-0.22	-0.8	6	1	-0.041	124
O=C(NCc1ccco1)c1nc(-c2ccccc2)n(-c2ccccc2)n1	2%	-2	-2.2	0.3	-1.3	9	1.1	0.2	95
CC(NC(=O)NC1CCCCC1)C(c1cccs1)N1CCN(C)CC1 (centres undefined)	2%	1	0.5	-0.33	-2.7	12	1.1	-1	92
c1ccc(CNC2=NCCC2)nc1	2%	0	0.6	0.79	-1.1	2	1.1	-0.23	-27*

(continued)
SMILES	NADH enzymes	Hsp90 inh	HTR1A agonist	M1 ag	D1 allo mod	Ec RNAP inh	Fluor 339 460	M1 antagonist	HER2 expr 66K
COc1cc2cc(CN(CCN3CCCC3)C(=O)Nc3ccc(F)cc3)c(=O)[nH]c2cc1OC	9%	-6	-2.2	-1.1	-0.86	1	3.1*	0.39	88
Cn1c(C(=O)NCCc2c[nH]c3ccccc23)cc2sccc21	2%	-3	-4.4	0.0055	0.0052	3	1.1	-0.0007	93
COc1cccc(NC(=O)c2ccc(CN3CCOCC3)cc2)c1	0%	5	-1.4	-1	-1.4	-2	1.1	0.68	245
O=C(NCC(c1cccnc1)N1CCN(c2ccccc2F)CC1)c1cccc(Cl)c1 (centres undefined)	5%	-3	-2.1	0.93	.	6	1.1	-1	105
Cn1c(=O)c2c(nc(Sc3nc4ccccc4n3CC(=O)N3CCCCC3)n2C)n(C)c1=O	5%	-1	-1.6	0.63	0.5	10	1.1	0.63	81
CCOc1ccc(C(=O)c2ccc(OCC)c(N)c2)cc1N	3%	-1	-3.2	-0.29	0.8	5	1	-0.19	41
O=C(O)CCC(=O)OCC1CCCO1 (centres undefined)	6%	-8	-3.3	-1.1	-0.093	7	1.1	0.11	117
CCCc1nc2ccccc2c2nc(N)nn12	3%	0	-3.4	-0.3	27*	6	1.1	-0.052	102
Cc1nnc2n(Cc3ccccc3)c(=O)c3c4c(sc3n12)CN(Cc1ccccc1)CC4	3%	-4	1.9	-0.46	0.7	7	1.2	-0.079	84
Cc1cc(C(=O)N2CCN(C(=O)C3CCCO3)CC2)no1 (centres undefined)	6%	-18	-1.3	0.77	.	3	1.1	0.18	69
COCCNC(=O)CCCCCN1C(=O)CCC1=O	3%	-5	-3.1	-0.49	-0.13	6	1.1	-0.11	77
Cc1ccc(CS(=O)(=O)CCC(=O)NCCCOC(C)C)cc1	7%	-1	3.3	0.13	-0.22	5	1.2	-0.15	70
Cn1c(=N)n(CC(O)c2ccco2)c2ccccc21 (centres undefined)	4%	-3	-3.3	0.52	0.017	4	1.1	0.17	97
C=C(C)Cn1c(CNC(C)=O)nc2ccccc21	3%	1	-1.7	-0.022	0.9	-2	1.1	0.53	56
C=CCc1ccccc1OCC(O)CN1CCN(c2ccccc2F)CC1 (centres undefined)	6%	1	4.0	-0.58	-4.6*	7	1.1	0.13	169
CC(C)CCC(CCN1CCOCC1)c1ccc2c(c1)OCO2 (centres undefined)	3%	-9	-2.4	.	0.23	5	1.1	.	91
CCCS(=O)(=O)N1CCCC(C(=O)NCCCOCC)C1 (centres undefined)	4%	-1	-4.1	0.043	0.0035	4	1.1	-0.32	104
COCC(=O)Nc1nnc(C2CCCCC2)s1	3%	-4	-0.8	0.65	-0.12	0	1.1	0.84	95
COc1ccc2c(c1)Cc1sc(NC(=O)c3cccs3)nc1-2	2%	-7	-1.9	-0.96	-1.2	6	1.4	-0.57	45
N#Cc1cccc(NC(=O)CC2CCCCC2)c1	0%	0	1.1	1.3	0.6	4	1.1	0.5	85

Outcome played no part in choosing rows, and some 16% of all compounds hit somewhere here.
